Assay outcomes from PubChem BioAssay.
Lipid storage S3 – qHTS Assay for Lipid Storage Modulators in Drosophila S3 Cells | Drosophila S3 cells, BODIPY lipid droplet fluorescence, 18-24 h; cells fed with added oleic acid | Potency in µM for hits, for the others lipid storage change, negative = inhibition, % at the top dose, mostly 46.1 µM | actives 0.64% (n = 320,000) | AID 2685; active = well fitted inhibition curve with a large enough effect in the signal ratio, with a control signal flat, not every such curve was filed as active; inconclusive = small, poorly fitted or top-dose-only effect, or effect the other way, or a change in a side signal; the % refers to the signal ratio
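Drosophila S3 cells loaded with oleic acid (400 uM, as added) and compounds at several concentrations; lipid droplets imaged by 488-nm laser-scanning cytometry, 500–530 nm intensity and object ratio to cell channel. Percent activity normalized to 20 uM Triacsin C.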
Lipid storage S3 cell count max – recorded beside Lipid storage S3, whose call it bears; cell number change, %; measured here: cell count max response;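 cells counted by Cell Tracker Red CMTPX staining in the red channel; peak over a dose series mostly up to 46.1 µM; percent activity relative to internal control wells on each plate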
An asterisk follows results filed as active; i = inactive; ? = inconclusive; nt = not tested or not shown; [ ] = dose if it differs, or a comment. % is set by controls: 0 for no effect and ±100 for the full control effect; potency is the fitted concentration of half-maximal effect. The list is partial; the hit share may differ from the screen's.

SMILES	Lipid storage S3	Lipid storage S3 cell count max
O=C(Nc1cc(C(F)(F)F)ccc1Cl)C(NCc1ccccc1)c1ccccc1 (centres undefined)	?	nt
COc1ccc(CNC(=O)c2c(F)c(F)c(F)c(F)c2F)cc1	?	nt
Cc1c(C(=O)NCCc2ccccc2)oc2ccc(S(=O)(=O)N3CCC4(CC3)OCCO4)cc12	-20%	-16
O=C(CCc1nnc2ccc(NCc3ccc(Cl)cc3)nn12)NC1CCCCC1	?	nt
O=C(COc1ccc(Cl)cc1)N1CCN(c2ncccn2)CC1	3%	15
Cc1ccc(-c2nc3cc(N)ccc3o2)c(C)c1	9%	nt
COc1cccc(/C=C2/SC(=S)N(CCC(=O)N3CCOCC3)C2=O)c1	i	2
N#Cc1cnn2cc(-c3ncc(C(F)(F)F)cc3Cl)cnc12	27%	nt
C=CCn1c(SCC(=O)NCC(=O)OCC)nnc1-c1ccccn1	23%	14
Cc1ccccc1OCC(=O)O/N=C(\N)c1ccncc1	?	nt
COc1ccc(C(=O)c2c3ccccc3[n+]([O-])n2CCCN)cc1	?	nt
CC(C)=NNC(=O)C1=NNC(=O)C1	-17%	-20
Cc1ccc2nc(-c3cccc(N)c3)oc2c1	?	nt
O=C(Cc1cn2ccsc2n1)NCCc1ccc(F)cc1	13%	1
CCc1ccc(OCC(=O)NCCN(C)C)c(Br)c1	-1%	5

Fetched by compound from above (five):
SMILES	Lipid storage S3	Lipid storage S3 cell count max
O=C(Nc1cc(C(F)(F)F)ccc1Cl)C(NCc1ccccc1)c1ccccc1 (centres undefined)	?	nt
Cc1c(C(=O)NCCc2ccccc2)oc2ccc(S(=O)(=O)N3CCC4(CC3)OCCO4)cc12	-20%	-16
COc1ccc(C(=O)c2c3ccccc3[n+]([O-])n2CCCN)cc1	?	nt
C=CCn1c(SCC(=O)NCC(=O)OCC)nnc1-c1ccccn1	23%	14
Cc1ccc(-c2nc3cc(N)ccc3o2)c(C)c1	9%	nt

(listing goes on)
SMILES	Lipid storage S3	Lipid storage S3 cell count max
CCOc1ccc(/C=N/NC(=O)Cc2cccs2)cc1	-6%	12
Cc1ccc2c(Cl)cc(Cl)c(OCC(=O)OCC(=O)Nc3ccc(C#N)cc3)c2n1	-11%	-1
CCCCc1ccc(NC(=O)Nc2cnccn2)cc1	?	nt
COc1ccc(NC(=O)NCCC2=CCCCC2)cc1	1%	9
O=C(Nc1ccc2nc3n(c(=O)c2c1)CCCCC3)c1ccccn1	7%	-15
Cc1ccc(C(=O)Nc2nc3c(s2)CCCC3)o1	?	nt
O=C(O)c1cc(-c2cccnc2)nc2ccc(Br)cc12	0%	10
O=C(NNC(=O)C12CC3CC(CC(C3)C1)C2)c1ccco1	9%	-1
Cc1nnc(SCC(=O)N(C)CC(=O)Nc2ccccc2Cl)s1	?	nt
Cc1ccc(C)c2[nH]c(=O)c(CN(Cc3nnnn3C3CCCCC3)CC3CCCO3)cc12 (centres undefined)	?	nt
CCC(=N\NC(=O)COc1ccccc1OC)/C(CC)=N/NC(=O)COc1ccccc1OC	?	nt
COc1cc(OC)cc(C(=O)NNC(=O)C(=O)Nc2cc(OC)c(Cl)cc2OC)c1	i	58
CC(C)CCCC(C)NS(=O)(=O)Cc1ccccc1 (centres undefined)	?	nt
COc1ccc(CC(=O)N/N=C(\C)c2cccs2)cc1OC	?	nt
[O-][n+]1c2ccc3nonc3c2nn1-c1ccccc1Cl	i	nt
COc1ccc(CCNC(=O)CSc2nnc(CNC(=O)c3c(F)cccc3Cl)o2)cc1OC	?	nt
CC(C)=CCCC(C)CN(C)CCc1ccccn1 (centres undefined)	18µM*	-0.8*
CCOc1ccc(CCNC(=O)COC(=O)CSc2ccccc2C)cc1OCC	?	nt
O=C(NCCc1ccccc1)C1CCN(S(=O)(=O)N2CCCCC2)CC1	-6%	-7
Cc1cc(C)c2c(n1)SCC(=O)N2CC(=O)Nc1ccc(C)c(C)c1	?	nt
COc1ccc(C(=O)N/N=C/c2ccc(OC)c(CN3CCCc4ccccc43)c2)cc1	?	nt
O=C(Nc1cccnc1Cl)c1noc2c1CCc1ccccc1-2	5%	0
Cc1ccc(S(=O)(=O)N(C)C)cc1NC(=O)C(C)OC(=O)c1ccc2c(c1)OCCO2 (centres undefined)	-4%	-7
CN(C(=O)COC(=O)Cn1cnc2c1c(=O)n(C)c(=O)n2C)C1(C#N)CCCCC1	5%	-2
COc1cc2cc(-c3ccc(O)cc3O)nc(C)c2cc1OC	?	nt
CCCCn1c(O)c(/C=C2\C=Nc3ccccc32)c(=O)[nH]c1=O	-26%	23
CCOC(=O)c1ccc(NC(=O)CSc2nnc(-c3cccs3)n2C)cc1	?	nt
Cc1ccc(-n2nnnc2-c2ccco2)cc1	4%	-11
COC(=O)c1sccc1NC(=O)c1csc(C)c1	?	nt
CN(CC(=O)Nc1ccc(Cl)c(Cl)c1)CC(=O)Nc1ccc2c(c1)OCO2	?	nt
Cc1ccc(S(=O)(=O)Nc2ccc3c(c2)nc(CCN2CCN(c4ccccn4)CC2)n3C)cc1	16µM*	24*
Cc1ccccc1C(=O)NC1CCN(CC(=O)N2CCCCC2C)CC1 (centres undefined)	?	nt
COc1ccc(C(O)c2ncc(C(F)(F)F)cc2Cl)cc1 (centres undefined)	i	nt
NC(=O)C1CCN(c2cc(N3CCOCC3)ccc2[N+](=O)[O-])CC1	-20%	-18
CCC(C)[C@H](NC(=O)N1CCCCC1)C(=O)OC (some centres undefined)	?	nt
Cc1ccc(C(=O)c2c3ccc([N+](=O)[O-])cc3[n+]([O-])n2CCC(N)=O)cc1	?	nt
C=C(C)c1cccc(C(C)(C)NC(=O)NCC2CCCO2)c1 (centres undefined)	i	nt
O=C1c2ccncc2C(=O)N1c1cccc(Cl)c1	8%	6
COc1ccc(CNC(=O)COC(=O)c2n[nH]c3ccccc23)cc1	?	nt
O=C(C1=C[C@H](c2ccc(C(F)(F)F)cc2)C[C@H](OCCCCO)O1)N1CCOCC1	-10%	-4
Fc1ccc(N2Cc3ccsc3C=N2)cc1	-5%	26
COc1ccc(CCNC(=O)C(=O)c2c(C)[nH]c3ccccc23)cc1	4%	4
CC(C)NC(=O)c1nn(C)c2ccccc12	?	nt
O=S(=O)(CCN1CCN(c2ccccn2)CC1)c1ccc(F)cc1	-5%	1
CCN(C(=O)c1ccc(N2CC3CC(C2)c2cccc(=O)n2C3)c(NC(=O)c2ccncc2)c1)c1cccc(C)c1 (centres undefined)	?	nt
Cc1cccc(OCCCCCN2CCOCC2)c1	?	nt
COc1cc2c3nnc(-c4ccc(F)cc4)c-3cn(Cc3ccccc3)c2cc1OC	?	nt
O=C(/C(=N\Nc1ccc([N+](=O)[O-])cc1)Sc1nnnn1-c1ccccc1)c1ccccc1	8%	12
CCN(CC)C(=O)CSc1nnc(-c2ccco2)n1N	-13%	0
CCOC(=O)c1c(C)n(CC(O)CN(C)C)c2cc(Br)c(OC)cc12 (centres undefined)	-11%	-15
COc1cc(C)ccc1S(=O)(=O)NC1CC(C)(C)NC(C)(C)C1	?	nt
Nc1c(C(=O)c2ccccc2)sc(Nc2ccccc2)c1S(=O)(=O)c1ccccc1	0%	-4
COc1cc(/C=C/C(=O)OCC(=O)c2ccc(S(=O)(=O)N3CCCCC3)cc2)cc(OC)c1OC	?	nt
Cc1cc(C)nc(NS(=O)(=O)c2ccc(NC(=O)Cc3ccccc3)cc2)n1	-8%	4
Cc1c(C(=O)O)cc(C(C)(C)C)n1CCSCCO	4%	1
C/C(=C\C=C\c1ccccc1)C(=O)c1c(C)cc(C)[nH]c1=O	-1%	-9
CCn1c(SCC(=O)NCc2ccccc2)nnc1-c1cccnc1	-3%	14
O=[N+]([O-])c1ncccc1OCc1ccc(-c2ccccc2)cc1	?	nt
Cc1ccc(S(=O)(=O)N2CCN(C(=O)COC(=O)c3cccnc3Cl)CC2)c(C)c1	0%	9
COc1ccc(OC)c(NC(=O)[C@H]2CC=CC[C@H]2C(=O)O)c1	-1%	7

As a working copy, 6 of the compounds above:
SMILES	Lipid storage S3	Lipid storage S3 cell count max
Cc1c(C(=O)O)cc(C(C)(C)C)n1CCSCCO	4%	1
C/C(=C\C=C\c1ccccc1)C(=O)c1c(C)cc(C)[nH]c1=O	-1%	-9
CCn1c(SCC(=O)NCc2ccccc2)nnc1-c1cccnc1	-3%	14
O=[N+]([O-])c1ncccc1OCc1ccc(-c2ccccc2)cc1	?	nt
Cc1ccc(S(=O)(=O)N2CCN(C(=O)COC(=O)c3cccnc3Cl)CC2)c(C)c1	0%	9
COc1ccc(OC)c(NC(=O)[C@H]2CC=CC[C@H]2C(=O)O)c1	-1%	7

The listing continues.
SMILES	Lipid storage S3	Lipid storage S3 cell count max
N#CC(C#N)C(c1ccsc1)c1c(-c2ccccc2)[nH][nH]c1=O (centres undefined)	?	nt
c1ccc2c(c1)CCCN2Cc1nnnn1C1CCCC1	?	nt
CSCCC(NC(=O)c1ccc([N+](=O)[O-])cc1Cl)C(=O)OCC(=O)NCC(F)(F)F (centres undefined)	?	nt
CCCCNC(=O)c1ccc(-n2c(=S)[nH]c3ccccc3c2=O)cc1	7%	8
CSCCC(NC(=O)c1ccc([N+](=O)[O-])cc1Cl)C(=O)OCC(=O)NCCCc1ccccc1 (centres undefined)	?	nt
NC(=NC1CCCCC1)NS(=O)(=O)c1ccccc1	-12%	-7
CC(NCC1COc2ccccc2O1)C1COc2ccccc2O1 (centres undefined)	?	nt
C=CCOc1ccc(C2OC34CCCCC3C(C#N)(C#N)C2(C#N)C(=N)O4)cc1 (centres undefined)	?	nt
CCOc1ccc(C2NC(=O)C(C#N)=C(S)N2c2cccc(C)c2)cc1OC (centres undefined)	-2%	11
COc1ccc(N2CCN(C(CNC(=O)c3cccc(Cl)c3)c3cccnc3)CC2)cc1 (centres undefined)	?	nt
Cc1cc2occ(CC(=O)NC3(C)CCS(=O)(=O)C3)c2cc1C (centres undefined)	?	nt
O=C(CN1C(=O)c2ccccc2S1(=O)=O)N1CCN(Cc2ccc3c(c2)OCO3)CC1	?	nt
CCOC(=O)C(NCCc1ccccc1F)(NC(C)=O)C(F)(F)F (centres undefined)	6%	0
CCn1c(SCC(=O)NC(C)(C)C)nc(O)cc1=O	?	nt
CCCCC(CC)CNC(=O)CN(C)S(=O)(=O)c1cccc2nsnc12 (centres undefined)	?	nt
O=C1CSC(c2ccccc2F)N1c1ccccc1F (centres undefined)	-1%	2
Cc1nccn1CC(=O)N/N=C/c1c[nH]c2ccccc12	10%	9
Cc1nn(Cc2ccccc2)c(Cl)c1C(=O)NCCc1ccc(Cl)cc1	?	nt
CCOC(=O)c1c(C)n(C)c2ccc(OCCN(C)C)cc12	-5%	5
O=C(Nc1ccc(Cl)cc1)NC1CCCCC1	-13%	-11
CC(C)NC(=O)COc1coc(CN2CCN(C(=O)c3ccco3)CC2)cc1=O	-18%[0.0737 µM]	1
CCn1c(Cc2ccccc2)nnc1SCC(=O)c1c(N)n(C2CC2)c(=O)[nH]c1=O	?	nt
Cc1ccc(/C=N/NC(=O)COc2ccc(Cl)c(C)c2)o1	?	nt
CN1CCN(c2cc(C(F)(F)F)nc(-c3ccccn3)n2)CC1	i	nt
OC1C2CN3CCN(C2)CC1(Cc1ccccc1)C3 (centres undefined)	4%	7
COC(=O)c1cc2c(s1)-c1ccccc1CC2	i	nt
CCC(C)N(C(=O)c1csnn1)C(C(=O)NC1CCCC1)c1c(F)cccc1Cl (centres undefined)	?	nt
COC(=O)c1ccc(CN2CCN(CC=C(C)C)C(CCO)C2)cc1 (centres undefined)	?	nt
CCc1cc(-c2n[nH]c(=S)n2C(C)c2ccccc2)cs1 (centres undefined)	?	nt
CCCc1nc2nc(C)c(NS(=O)(=O)c3ccc(C4CCCCC4)cc3)c(=O)n2[nH]1	?	nt

Molecules above that have a tert-butyl group:
SMILES	Lipid storage S3	Lipid storage S3 cell count max
Cc1c(C(=O)O)cc(C(C)(C)C)n1CCSCCO	4%	1
CCn1c(SCC(=O)NC(C)(C)C)nc(O)cc1=O	?	nt

The listing picks up, starting 3 compounds before the break.
SMILES	Lipid storage S3	Lipid storage S3 cell count max
COC(=O)c1ccc(CN2CCN(CC=C(C)C)C(CCO)C2)cc1 (centres undefined)	?	nt
CCc1cc(-c2n[nH]c(=S)n2C(C)c2ccccc2)cs1 (centres undefined)	?	nt
CCCc1nc2nc(C)c(NS(=O)(=O)c3ccc(C4CCCCC4)cc3)c(=O)n2[nH]1	?	nt
CCNc1nc(N)nc(Oc2ccc(OCC)nn2)n1	18%	16
O=C(CCS(=O)(=O)c1cc(Br)cc2c1N(C(=O)C1CC1)CC2)NCC1CCCO1 (centres undefined)	?	nt
CCCOC(=O)C1=C(C)NC2=C(C(=O)CCC2)C1c1cccs1 (centres undefined)	?	nt
CC(C)(C)c1ccc(-c2nnc(SCC(=O)NC3CCS(=O)(=O)C3)n2N)cc1 (centres undefined)	0%	10
O=C(c1ccc(CNS(=O)(=O)c2cccc(C(F)(F)F)c2)cc1)N1CCOCC1	i	nt
CC(C)(C)NC(=O)NC(=O)CN1c2cccc3cccc(c23)S1(=O)=O	?	nt
O=C(NNS(=O)(=O)c1ccc(F)cc1)c1ccc(O)cc1	2%	-11
O=C(Nc1ccccc1)C1CC(=O)N(C2CCCCC2)C1 (centres undefined)	?	nt
O=C(Nc1ccc(N2CCN(C(=O)c3ccccc3)CC2)cc1)c1cc2ccccc2o1	?	nt
Cc1cc(C(C)(C)C)oc1C(=O)N(CC(=O)NC1CCCC1)Cc1ccc(Cl)cc1	23%	nt
CC(=O)Nc1cccc(NC(=O)CSc2nc(=O)n(CCN3CCOCC3)c3c2CCC3)c1	?	nt
Cc1ccc(-n2ncc3c(NCc4ccccc4)ncnc32)cc1	?	nt
